Hsp70 displacement = small molecules displacing fluorescent ligand from Hsp70 – biochemical, fluorescence polarization, primary screen (AID 583); displacement, % at 20 µM, or IC50 in µM where a hit was titrated; 140,000 tested, 0.06% active; Hsp70 fluorescence polarization probe displacement, mP; higher % means a stronger effect; in the data active means displacement above about 50%;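 further: plate controls were vehicle for no effect and reference ligand for full effect; a part of the inactive calls stands beside numbers as strong as those of hits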
Rat MKP-3 inhibitors = inhibition of rat DUSP6 enzyme activity – biochemical, in vitro, primary screen (AID 425); 110,000 tested, 0.17% active; recombinant MKP-3 phosphatase activity, fluorescence; higher % means a stronger effect; inhibition, % at 20 µM; hits with a dose series show IC50 in µM; in the data active means inhibition above about 50%;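 further: plate controls were vehicle for no effect and reference inhibitor for full effect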
* marks the source's active call; other numbers are inactive results; · = no result given; & = joins results of further samples. An excerpt; rates above refer to the full screens.

entry	canonical_smiles	Hsp70 displacement	Rat MKP-3 inhibitors
1	CC(C)CC(=O)N1CCC(Cc2ccccc2)CC1	-2.7%	5.3%
2	COc1ccc(Cl)cc1Nc1nc(C)cc(=O)[nH]1	-1.4%	2.3%
3	Cc1ccc(NC(=O)CSc2nc(O)c(Cc3ccccc3)c(=O)n2-c2ccccc2)cc1	0.3%	0.9%
4	Cc1cccc(-n2ncc3c(NCCCO)ncnc32)c1	-4.0%	-12.0%
5	Cc1nnc(SCC(=O)NC(=O)NCc2ccco2)n1Cc1ccccc1	0.9%	·
6	COc1ccc(NC(=O)CSc2nnc(C3CC3)n2N)cc1	-4.8%	-4.0%
7	Cc1cc(/C=C2/SC(=O)NC2=O)c(C)n1-c1ccc(C(C)(C)C)cc1	0.2%	2.3%
8	Cc1ccc(C2(C)NC(=O)N(CC(=O)NC(=O)NCCC(C)C)C2=O)cc1 (centres undefined)	-1.7%	-1.3%
9	c1ccc2c(c1)C(=NCC1CCCO1)NC2=NCC1CCCO1 (centres undefined)	1.0%	-13.4%
10	COC(=O)C1=CN(CCCN2CCCC2=O)C=C(C(=O)OC)C1c1cccs1	-0.6%	-7.8%
11	CC(C)(Oc1ccc(Cl)cc1)C(=O)NC1CCSC1=O (centres undefined)	1.1%	-4.4%
12	Cc1cc(C)n(C(=O)c2cc(=O)[nH]c3ccccc23)n1	-1.1%	4.0%
13	Cc1ccc(C(=O)/C=C/c2ccc([N+](=O)[O-])cc2)s1	0.2%	5.9%
14	COC(=O)c1[nH]c2ccc(C)cc2c1NC(=O)CCN1CCN(C2CCCCC2)CC1	-0.1%	-4.8%
15	O=C(CSc1nc2ccc(N3C(=O)c4ccccc4C3=O)cc2s1)c1ccc(F)cc1	1.5%	6.6%
16	O=C(COc1cccc(Cl)c1)NCc1ccco1	2.8%	4.5%

Part of the list above, set out differently:
(12) Cc1cc(C)n(C(=O)c2cc(=O)[nH]c3ccccc23)n1
- Hsp70 displacement: -1.1%
- Rat MKP-3 inhibitors: 4.0%
(13) Cc1ccc(C(=O)/C=C/c2ccc([N+](=O)[O-])cc2)s1
- Hsp70 displacement: 0.2%
- Rat MKP-3 inhibitors: 5.9%
(14) COC(=O)c1[nH]c2ccc(C)cc2c1NC(=O)CCN1CCN(C2CCCCC2)CC1
- Hsp70 displacement: -0.1%
- Rat MKP-3 inhibitors: -4.8%
(15) O=C(CSc1nc2ccc(N3C(=O)c4ccccc4C3=O)cc2s1)c1ccc(F)cc1
- Hsp70 displacement: 1.5%
- Rat MKP-3 inhibitors: 6.6%

Continuation.
entry	canonical_smiles	Hsp70 displacement	Rat MKP-3 inhibitors
17	COc1ccc(N2CCN(Cc3ccc(Br)s3)CC2)cc1	10.6%	·
18	COc1ccc(Cn2c(SC)nc(O)cc2=O)cc1	-1.2%	1.2%
19	O=C(c1nc2nc(-c3ccccc3)cc(C(F)(F)F)n2n1)N1CCCCC1	-4.7%&6.0%	4.5%&-0.9%
20	Cc1cccn2c(=O)c(C=NCc3ccco3)c(Nc3ccc(Cl)cc3)nc12	0.5%	1.2%
21	CCOC(=O)/C(C#N)=C/c1[nH]c2ccccc2c1OC(C)=O	-58.2%	4.2%
22	C=CCn1c(SCC(=O)Nc2ccc(C(=O)OCC)cc2)nnc1-c1cccs1	1.9%	9.4%
23	CCS(=O)(=O)/N=C(\N)c1ccccc1	2.7%	2.7%
24	C/C(N)=C(/C#N)C(=O)CSc1nnc(Nc2cccc(C)c2C)s1	5.6%	-0.3%

Continued; the last 3 above are carried over.
entry	canonical_smiles	Hsp70 displacement	Rat MKP-3 inhibitors
22	C=CCn1c(SCC(=O)Nc2ccc(C(=O)OCC)cc2)nnc1-c1cccs1	1.9%	9.4%
23	CCS(=O)(=O)/N=C(\N)c1ccccc1	2.7%	2.7%
24	C/C(N)=C(/C#N)C(=O)CSc1nnc(Nc2cccc(C)c2C)s1	5.6%	-0.3%
25	O=C(NN1C(=O)/C(=C/c2ccccc2Cl)SC1=S)c1ccccc1O	5.4%	-0.5%
26	CCOc1ccc(N2C(=O)c3cccc4cccc(c34)C2=O)cc1	-3.0%	1.7%
27	O=C(Nc1nccs1)c1ccc2c(c1)C(=O)N(c1cccc(C(=O)c3ccccc3)c1)C2=O	3.3%	-0.1%
28	CC1COC2C(O1)N(S(C)(=O)=O)CCN2S(C)(=O)=O (centres undefined)	3.0%	-11.0%
29	O=C(Nc1ccc(S(=O)(=O)NC2CCCCC2)cc1)c1ccc(Br)o1	1.2%	-5.1%
30	CCN(CC)S(=O)(=O)c1cccc(C(=O)Nc2ccc(C(C)=O)cc2)c1	3.5%	1.7%
31	Cc1ccccc1CS(=O)(=O)CCC(=O)NCCN1CCN(c2cccc(Cl)c2)CC1	2.6%	1.2%
32	Cc1ccc(C2(c3ccc(C)cc3)CC2C(=O)Nc2cc([N+](=O)[O-])ccc2C)cc1 (centres undefined)	-4.1%	1.5%
33	CC1(C)C(=O)NCCN1C(=O)CSc1nccc(-c2ccc(Br)cc2)n1	-1.2%	-6.1%
34	N#CCc1nc(CSc2nc3ccccc3s2)cs1	-2.1%	-3.8%
35	Cc1ccc(C2/C(=C(\O)c3c(C)nc4ccccn34)C(=O)C(=O)N2CCCN2CCOCC2)o1 (centres undefined)	5.4%	-17.6%
36	CCOC(=O)C1=C(C)N=c2s/c(=C\c3ccc(OC)c(O)c3)c(=O)n2C1c1cccc(OC)c1 (centres undefined)	-5.3%	0.5%
37	CC(C)C[C@H](NC(=O)OC(C)(C)C)c1nnc(SCc2cccc(F)c2)o1	0.7%	-10.9%
38	Cc1ccsc1/C=C(/C#N)c1nc(-c2ccc(-c3ccccc3)cc2)cs1	-26.1%	0.3%
39	CC(=O)c1c(C)[nH]c(C(=O)N2CCc3ccccc32)c1C	2.9%	-6.5%
40	O=[N+]([O-])c1ccc(Cl)c(-n2ncnc2-c2cccnc2)c1	-2.3%	3.6%
41	COc1ccc(C2/C(=C(\O)c3ccc(OC)c(Cl)c3)C(=O)C(=O)N2CCN(C)C)cc1 (centres undefined)	3.0%	-9.4%
42	COC(=O)c1c(C)oc2ccc(NS(=O)(=O)c3ccc(Cl)c([N+](=O)[O-])c3)cc12	-4.1%	-0.9%
43	Cc1ccc(NC(=O)C(=O)NCCC(C)C)c(C)c1	·	3.4%
44	COC(=O)/C=c1/sc2n(c1=O)CCN=2	2.1%	-6.9%
45	CSc1ccc(S(=O)(=O)N(CC(=O)N2CCOCC2)c2ccc(C)cc2)cc1	-0.1%	2.6%
46	Fc1ccc(-c2cnc[nH]2)cc1	·	-7.8%
47	COc1cc2[nH]c(=S)n(C3CCCC3)c(=O)c2cc1OC	-0.2%	-2.0%
48	Cc1ccc(C)c(N2CCN(S(=O)(=O)c3c(C)noc3/C=C/N(C)C)CC2)c1	2.0%	2.8%
49	COCC(=O)n1cc(C(=O)OC)c2ccccc21	-1.6%	·
50	COc1ccc(/C=C2\CCc3ccccc3C2=O)cc1Cn1nc(C)cc1C	8.5%	·
51	Nc1nc(-c2ccc(Cl)cc2)c(-c2ccc([N+](=O)[O-])cc2)s1	6.7%	0.1%
52	Cc1nn(-c2ccc3nnc(Br)n3n2)c(C)c1Br	2.1%	-2.0%
53	COc1ccc(NC(=O)CN2CCC3(O)CCCCC3C2c2cc(OC)ccc2OC)cc1 (centres undefined)	-2.5%	0.0%
54	CCOC(=O)c1c(N)c(C#N)c2n1CCCC2	4.0%	·
55	COc1cccc(NC(=O)CCN2C(=O)c3ccccc3S2(=O)=O)c1	3.7%	·
56	O=S(=O)(c1ccccc1)c1nc(-c2cccs2)oc1NCCCn1ccnc1	0.2%	0.1%
57	CCOC(=O)c1c(NC(=O)C2CCCO2)sc(C(=O)OC(C)(C)C)c1C (centres undefined)	2.9%	·
58	COc1ccc(OC)c(N(CC(=O)Nc2ccccc2C(=O)NCc2ccco2)S(C)(=O)=O)c1	2.7%	·
59	FC(F)Oc1ccc(/C=N/c2c(-c3ccc(OC(F)F)cc3)nc3n2CCS3)cc1	3.6%	·
60	CC(NC=O)c1ccc(Br)cc1 (centres undefined)	-0.1%	0.7%
61	COc1ccc(OC)c(NC(=O)COC(=O)/C=C/c2c(C)nn(C3CCS(=O)(=O)C3)c2Cl)c1 (centres undefined)	-0.7%	·
62	O=C(N/C(=C/c1ccc(Cl)cc1)c1nc2ccccc2[nH]1)c1ccccc1	0.2%	0.3%
63	CC(=O)c1c(C)nn(C(=O)N2CCOCC2)c1C	-4.2%	-0.3%
64	CCOc1cc(C(=O)Nc2cccc3c2C(=O)c2ccccc2C3=O)cc(OCC)c1OCC	4.3%	0.5%
65	COc1cc(NC(=O)c2ccc(Cl)cc2)c(Cl)cc1N	4.7%	0.5%
66	Cc1ccc2nsnc2c1NC(=O)c1ccc(-c2cccc([N+](=O)[O-])c2)o1	-5.8%	1.6%
67	CC(=O)Nc1nc(O)c(/C=C2/C(C)=Nc3ccccc32)s1	-17.3%	4.0%
68	Nc1ccc2oc(-c3cccc4c(Br)cccc34)nc2c1	1.9%	3.0%
69	Cc1ccc(C(=O)CSc2nnc(COc3cccc4cccnc34)o2)cc1	-0.5%	2.0%
70	CC1CN=C(N(C(=O)Nc2ccccc2)C(C)C)S1 (centres undefined)	5.0%	·
71	COc1ccc(-c2cc(=O)n3[nH]c(-c4ccc(Br)cc4)cc3n2)cc1	1.1%	-3.4%
72	O=C1CC(N2CCN(c3ccccc3Cl)CC2)C(=O)N1c1ccc(F)cc1 (centres undefined)	-1.4%	-2.6%
73	CCn1nnnc1SCC(=O)N1c2ccccc2CCc2ccccc21	1.7%	-14.4%
74	O=C(Oc1ccc(Cl)c(Cl)c1)c1ccc([N+](=O)[O-])cc1	-0.1%	-1.8%
75	CCOc1ccc(C(=O)Nc2c3c(nn2-c2ccc(C)cc2)CS(=O)C3)cc1OCC (centres undefined)	-6.0%	0.2%
76	CCCCCCCn1c(=N)n(CC(=O)c2ccco2)c2ccccc21	0.5%	·
77	Cc1cc(Cl)c(OCCN2C(=O)NC(C)(C)C2=O)c(Br)c1	0.7%	·
78	CCn1c(=O)c2c(nc(SCC(=O)NCC3CCCO3)n2C)n(C)c1=O (centres undefined)	6.6%	1.0%
79	CCOC(=O)Cn1nc(-c2ccccc2)ccc1=O	1.9%	-11.8%
80	COc1cccc(C2C(C(=O)c3sc(C)nc3C)=C(O)C(=O)N2CCN(C)C)c1OC (centres undefined)	1.2%	-3.6%

(cont.)
entry	canonical_smiles	Hsp70 displacement	Rat MKP-3 inhibitors
81	CCOC(=O)C1CCN(S(=O)(=O)c2c(C)[nH]c(=O)[nH]c2=O)CC1	1.3%	·
82	Cn1c(NC(=O)c2ccc(F)c(F)c2)cc(=O)n(C)c1=O	1.3%	-15.2%
83	COc1cc(/C=N/N2C(=O)CSC2=S)ccc1OCCOc1ccc(C)c(C)c1	3.2%	2.6%
84	N/C(=N\OC(=O)c1ccc(Br)cc1)c1ccc([N+](=O)[O-])cc1	1.1%	-1.8%
85	COCCCNC(=O)c1cc(C(=O)OC)cc([N+](=O)[O-])c1	-2.0%	4.6%
86	Cc1ccc(CN2C(=O)CCC2C(=O)NCCCN2CCOCC2)cc1 (centres undefined)	-1.1%	-3.8%
87	O=C(O)c1ccccc1C(=O)c1cc([N+](=O)[O-])ccc1Cl	3.0%	-0.9%
88	CCOc1ccccc1N1CC(C(=O)Nc2ccccc2N2CCOCC2)CC1=O (centres undefined)	4.9%	-16.8%

Results in sequence from the list.
Hsp70 displacement, nos. 57–63: 2.9%, 2.7%, 3.6%, -0.1%, -0.7%, 0.2%, -4.2%

Remaining list, next part:
entry	canonical_smiles	Hsp70 displacement	Rat MKP-3 inhibitors
89	Cc1cc(C)nc(SCC(=O)N2CCC(C(N)=O)CC2)n1	-3.0%	-3.4%
90	Cc1cccc(-n2c(CNC(=O)c3ccc(S(=O)(=O)N4CCCC4)cc3)n[nH]c2=S)c1	·	5.1%
91	COc1ccc(-n2ncc3c(NCC4CCCO4)ncnc32)cc1 (centres undefined)	-2.6%	·
92	CCCSc1nc2c(cnn2-c2ccc(F)cc2)c(=O)[nH]1	3.4%	-8.4%
93	COc1cc(/C=C/C(=O)c2c(-c3ccccc3)c3cc(Br)ccc3[nH]c2=O)cc(OC)c1OC	1.5%	5.1%
94	COc1cc(/C=N/NC(=O)CCNc2n[nH]c(=O)[nH]c2=O)cc(Br)c1O	-1.0%	3.8%
95	COc1ccc(C(=O)Nc2ccc(Br)cc2)cc1OC	2.9%	0.1%
96	O=C(CSc1n[nH]c(-c2ccco2)n1)Nc1sc2c(c1C(=O)Nc1ccccc1)CCCC2	-6.1%	-7.9%
97	O=c1cc(Nc2ccc3c(c2)OCCO3)[nH]c(=O)n1-c1ccc(Cl)cc1	-2.3%	-1.2%
98	Cc1ccc(N2C(=O)CC(N3CCc4ccccc4C3)C2=O)cc1 (centres undefined)	3.3%	-4.8%
99	CCCC(CCC)n1[nH]c(=O)c2c(C)cc(C)nc21	-1.8%	-4.1%
100	O=C1C2ON(c3ccccc3)C(c3ccc(F)cc3)C2C(=O)N1c1ccc(N2CCOCC2)cc1 (centres undefined)	-0.8%	4.2%
101	O=C(c1ccccc1F)N(c1ccccc1)C1C=CS(=O)(=O)C1 (centres undefined)	0.1%	0.1%
102	Cc1ccc2nc(-c3ccccc3)cc(C(=O)O)c2c1	8.5%	-11.3%
103	CCS(=O)(=O)N1CCC(C(=O)NCCCN2CCN(c3ccccc3F)CC2)CC1	2.3%	-8.1%
104	Cc1ccc(-n2c(Cc3cccn3C)nnc2SCC(=O)Nc2nnc(C)s2)cc1	3.8%	2.6%
105	Cc1ccc2oc(-c3cccc(NC(=O)COc4ccccc4[N+](=O)[O-])c3C)nc2c1	0.5%	0.7%
106	Cc1cc(=O)oc2c(CN3CCN(C)CC3)c(O)c(Cl)cc12	4.4%	-2.5%
107	O=S(=O)(Nn1cnnc1)c1ccccc1	-2.8%	·
108	c1ccc2c(c1)OCC(c1csc(C3COc4ccccc4O3)n1)O2 (centres undefined)	0.6%	2.1%

Screening results as filed in PubChem.
